TCR activator: activates T cell receptor signaling; primary human leukocytes, anti-CD3, IL-2 HTRF, 48 h; Potency, µM (highest dose often 9.22 µM), for inactives: top-dose activation of IL-2 secretion, actives largely listed as activators; 330,000 tested, under 10 active; AID 504894; also: % of control where 0% means no effect
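TCR engagement came from a-CD3 beads alone, with compounds added to primary human leukocytes for 48 hr. Secreted IL-2 bridged europium cryptate- and d2-labelled anti-IL-2 antibodies, giving FRET emission at 665nm after 320nm excitation.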
GALK inh: inhibitors of human galactokinase; P51570; 270,000 tested, 0.007% active; Potency, µM (titrated, usually from 57.5 µM), for inactives: at the top dose activity change, negative = inhibition, usual class: inhibitors; AID 1868; Purified GALK, Kinase-Glo residual ATP luminescence; also: potency is read from the fitted curve at half-maximal effect; % is scaled to controls: 0 for no effect and ±100 for the full control effect
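ATP-depletion format; final 35 uM ATP, 100 uM D-galactose, 5 nM enzyme; pH 8.0 HEPES/Mg2+ buffer; 60 min RT; luminescence read 10 min after detection reagent.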
AT treatment: candidate therapy for ataxia-telangiectasia; […] A-T fibroblasts, KAP-1 phosphorylation AlphaLISA; neocarzinostatin DNA damage 30 min before lysis; Potency, µM (series often up to 57.5 µM), for the others: at the highest dose activation, hits mostly activators; 320,000 tested, 0.19% active; AID 485349; also: potency is read from the fitted curve at half-maximal effect; % of control where 0% means no effect; nearly all actives have a fitted effect of over 45% in size
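hTERT-immortalized A-T patient fibroblasts ([…]), 500 cells/well in OPTI-MEM, 1% FBS, got compounds for 60 min, then NCS for 30 min at 37C. Lysates were then assayed for phospho-KAP-1 by AlphaLISA (anti-pKAP1 donor, anti-KAP1 acceptor beads), 6 hr at 25C.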
KCNH2 WT inh: inhibitors of human wildtype KCNH2 potassium channel | U2OS, BacMam KCNH2, thallium flux FluxOr; stronger effect = lower value | activity change, % at 1.84 µM | 340,000 tested, 0.37% active;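 active = maximum activity change below -70%; inconclusive = maximum activity change between -70% and -50%; inactive = maximum activity change above -50%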; also: % is scaled to controls: 0 for no effect and ±100 for the full control effect
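U2OS cells were transduced with wild-type KCNH2 virus (2.03 x 10^8 / mL) for 4 h at room temperature, then cultured overnight at 37 C. Thallium flux was read with FluxOr dye. Rate constants were normalized to DMSO controls.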
Chronic BCR inh: chronic active BCR signaling inhibition. ABC-DLBCL IkBa-CBG/CBR reporter, luminescence ratio, 4 h. Potency, µM (titrated, usually from 46.1 µM), for inactives: at the highest dose ratio change, negative = lower green/red ratio, usual class: inhibitors. 340,000 tested, 0.05% active; active = well fitted inhibition curve with a large enough effect in the signal ratio, with a control signal flat, not every such curve was filed as active; inconclusive = small, poorly fitted or top-dose-only effect, or effect the other way, or a change in a side signal; the % refers to the signal ratio;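 also: potency is read from the fitted curve at half-maximal effect; plate controls were basal doxycycline-induced cells for no effect and cells given 10 µM MG132 for full effect; MG132 reads +100%, hits lower the ratio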
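Compounds up to 46 uM were incubated four hours with TMD8 cells whose green CBG68 luciferase is fused to IkappaBalpha; red CBR luminescence normalised the signal, and concentration-effect curves were fitted to fusion, red and ratio data.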
TSHR antag: human thyrotropin receptor antagonism; TSHR-expressing cells, TSH-stimulated cAMP HTRF, 2 h; stronger effect = lower value; activity change, negative = inhibition, % at 11.5 µM; 330,000 tested, 0.2% active; P16473;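 active = activity change below a set negative limit, meaning inhibition stronger than a set level, cut at about -70% in these data; inconclusive = activity change between two set negative limits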; also: % is scaled to controls: 0 for no effect and ±100 for the full control effect
Target sequence (P16473 whole entry, looked up): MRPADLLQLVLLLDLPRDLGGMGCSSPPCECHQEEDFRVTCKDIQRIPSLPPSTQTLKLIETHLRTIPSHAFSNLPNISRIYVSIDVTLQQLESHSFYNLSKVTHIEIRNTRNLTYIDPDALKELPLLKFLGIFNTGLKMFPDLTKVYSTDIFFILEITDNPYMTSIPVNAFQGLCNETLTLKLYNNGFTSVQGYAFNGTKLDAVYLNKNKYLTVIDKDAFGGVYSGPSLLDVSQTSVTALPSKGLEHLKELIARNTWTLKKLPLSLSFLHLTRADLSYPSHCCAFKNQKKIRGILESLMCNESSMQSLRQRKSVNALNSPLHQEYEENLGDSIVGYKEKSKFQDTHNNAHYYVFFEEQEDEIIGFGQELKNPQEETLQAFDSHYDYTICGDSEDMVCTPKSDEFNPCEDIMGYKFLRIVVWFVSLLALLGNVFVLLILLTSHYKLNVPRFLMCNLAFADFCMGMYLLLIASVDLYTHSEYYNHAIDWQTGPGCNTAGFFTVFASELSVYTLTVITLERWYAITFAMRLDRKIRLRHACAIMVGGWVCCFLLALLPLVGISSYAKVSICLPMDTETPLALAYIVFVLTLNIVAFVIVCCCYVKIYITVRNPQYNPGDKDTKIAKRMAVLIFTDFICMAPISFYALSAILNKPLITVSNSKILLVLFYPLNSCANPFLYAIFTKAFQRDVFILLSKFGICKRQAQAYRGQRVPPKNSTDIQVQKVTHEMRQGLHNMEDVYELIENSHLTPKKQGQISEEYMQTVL
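Read-out is FRET at 665 nm (cryptate excitation 337 nm) from a cryptate-tagged anti-cAMP antibody, competed by cell cAMP against cAMP-d2. Compounds are tested on freshly harvested TSHR cells challenged with 4nM TSH (EC80) for 2 hours at 37 deg C.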
Coupling enz: coupling enzyme interference in Giardia aldolase counter-screen. coupling enzyme system counterscreen, AmpLite Red fluorescence. 290,000 tested, 0.67% active. activity change, negative = inhibition, % at 58.2 µM, hits read low; in the data active = activity change below about -30%; also: % is scaled to controls: 0 for no effect and ±100 for the full control effect
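Counterscreen lacking aldolase: glyceraldehyde-3-phosphate coupling-enzyme reagent preincubated 10 min at RT with compound (at 57.5 uM final), then substrate/coupling system with AmpLite Red added; fluorescence read at 525/598 nm after 20 min RT.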
Tb PFK inh: T. brucei PFK enzyme inhibition; 330,000 tested, 0.17% active; T. brucei PFK, ADP-Glo luminescence; Potency, µM (series often up to 57.5 µM), for the others: at the top dose activity, negative = inhibition, actives largely listed as inhibitors;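 also: potency is read from the fitted curve at half-maximal effect; 0% = uninhibited 1x PFK enzyme wells and -100% = no-enzyme wells; nearly all actives have a fitted effect of over 60% in size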
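In TEA buffer at pH 8.0 with 5 mM MgCl2, enzyme (1.25 nM) converted F6P (0.5 mM) and ATP (0.1 mM) for 45 min at room temperature. ADP product was read by luciferase luminescence.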
Giardia kill: kills Giardia lamblia; activity change, % at 7.66 µM, hits read low; Giardia lamblia trophozoite viability; 340,000 tested, 0.15% active; AID 540267; in the data active = activity change below about -80%; inconclusive = between about -30% and that limit;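 also: parasites exposed to compound for two days anaerobically before the ATP read; % is scaled to controls: 0 for no effect and ±100 for the full control effect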
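Trophozoites 100 cells/well + cpd; 48 hrs, 37 deg C, anaerobic. ATPLite 1-Step added, 15-30 min RT, luminescence read (ATP-based viability).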
CXXC DNA block: blocks binding of human MLL CXXC domain to DNA. Q03164. MLL-CXXC / FITC-HOXA9 DNA fluorescence polarization. Potency, µM (series often up to 115 µM), without a hit: at the top dose activity change, negative = inhibition, most hits filed as inhibitors. 290,000 tested, 0.037% active; active = well fitted inhibition curve with a large enough effect in the polarisation, with a control signal flat, not every such curve was filed as active; inconclusive = small, poorly fitted or top-dose-only effect, or effect the other way, or a change in a side signal; inactive = no such curve, though single readings can be large or run the other way; the % refers to the polarisation; also: potency is read from the fitted curve at half-maximal effect
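Steps: dispense CXXC domain solution (7 uM) → pin compounds or unlabeled HOX-A9 DNA control → 5 min ambient → add FLSN-HOX-A9 solution (50 nM) → spin → 30 min ambient → fluorescence polarization. Tris pH 7.5/NaCl/DTT/BSA buffer.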
Active calls of the source: *; i = inactive; ? = inconclusive; / = not tested or not shown; & = joins results of further samples; [ ] = another dose, or the depositor's remark. Unless noted, calls follow the shape of the dose curve; as a rule, active = well fitted curve in the direction sought with a large enough effect; inconclusive = small, poorly fitted or top-dose-only effect, or another doubt; inactive = no such curve, though single readings can be large; an effect the other way counts as inactive or inconclusive.

A first look:
SMILES	TCR activator	GALK inh	AT treatment	KCNH2 WT inh	Chronic BCR inh	TSHR antag	Coupling enz	Tb PFK inh	Giardia kill	CXXC DNA block
COc1ccccc1NC(=O)c1cc(-c2cc(OC)c(OC)c(OC)c2)nc2ccccc12	3%	0%	/	4	?	1	-1	1%	20	-3%
COc1cc(N)c(Cl)cc1NC(=O)c1ccccc1	1%	4%	2%	-5	-2%	-9	0	-1%	-25	11%

All compounds of this part, repeating the preview:
SMILES	TCR activator	GALK inh	AT treatment	KCNH2 WT inh	Chronic BCR inh	TSHR antag	Coupling enz	Tb PFK inh	Giardia kill	CXXC DNA block
COc1ccccc1NC(=O)c1cc(-c2cc(OC)c(OC)c(OC)c2)nc2ccccc12	3%	0%	/	4	?	1	-1	1%	20	-3%
COc1cc(N)c(Cl)cc1NC(=O)c1ccccc1	1%	4%	2%	-5	-2%	-9	0	-1%	-25	11%
COCCn1c(Cc2ccccc2)nnc1SCC(=O)NC(C)(C)C	/	1%	7%	-5	-1%	-9	3	2%	17	1%
Cc1nc2c(cnn2-c2ccccc2Cl)c(=O)n1-c1ccc(C(C)C)cc1	/	1%	-3%	1	10%	-3	3	1%	-10	-4%
CCC(=O)Oc1ccc(C(=O)Nc2cccc(C(=O)NC(C)(C)C)c2)cc1	-2%	-2%	-1%	i	?	-8	-1	2%	12	68%[activator]
COc1ccccc1C(=O)NCCC(=O)NC1CCCCCC1	3%	/	1%	9	5%	1	/	4%	3	/
CCCNC(=O)C1CCC(CNS(=O)(=O)c2cccc3nsnc23)CC1 (stereo not drawn)	4%	5%	-2%	-3	0%	0	/	3%	2	5%
O=C1CC(N2CCC(O)(c3ccc(Cl)cc3)CC2)C(=O)N1 (stereo not drawn)	-2%	1%	0%	6	0%	0	3	-1%	5	1%
COc1ccccc1OCC(=O)NNC(=S)NC(=O)c1ccco1	2%	0%	3%	-9	11%	24	1	19%	-4	-4%
CCc1ccc(NC(=O)CSc2nc(=O)n(CCCN(C)C)c3c2CCC3)cc1	1%	/	-4%	33	-7%	5	/	16%	-1	/
O=C(CC1NCCNC1=O)Nc1ccc(Oc2ccccc2)cc1 (stereo not drawn)	/	0%	/	-11	-9%	9	2	-28%	7	-7%
COC(=O)CN1C(=O)COc2ccc(S(=O)(=O)NCc3ccc(Cl)cc3)cc21	0%	8%	7%	6	-2%	6	-1	-2%	-27	16%
CCCCNC(=S)Nc1cc([N+](=O)[O-])ccc1C	-28%[46.1 µM]	0%	8%	-32	6%	1	1	-11%	-4	7%
Cc1ccc2c(c1)C(=O)C(=O)N2CC(=O)OC(C)C	-1%	0%	-9%	18	-3%	8	-7	-1%	-10	4%
O=C(c1cc(COc2ccc3ncccc3c2)on1)N1CCCCCC1	-11%	5%	-2%	2	-7%	-32	8	-2%	4	11%
Cc1c(C(=O)NCc2ccc3c(c2)OCO3)oc2ccc(S(=O)(=O)N3CCCC3)cc12	-1%	-2%	-2%	10	?	-6	-2	22%	16	7%
CC(NC(=O)c1ccc(F)cc1)c1ccccc1 (stereo not drawn)	4%	1%	-9%	-11	-1%	1	0	-2%[0.46 µM]	7	-3%
COc1cc(NC(=O)c2ccc(OC)c([N+](=O)[O-])c2)ccc1NC(=O)c1cccs1	-7%[46.1 µM]	3%	-1%	-2	?	-5	0	-1%	-6	18%
CNc1nc(NCc2ccccc2)c2ccccc2n1	-3%	3%	-7%	5	4%	-15	2	-1%	6	27%
CC1=NN(C(=O)CSCc2ccccc2)C(O)(c2ccc(Cl)cc2)C1 (stereo not drawn)	-2%	9%	0%	/	?	-4	4	-2%	13	5%
Cc1ccc(Cn2nnc3c(=O)[nH]c(C4CCCN(S(=O)(=O)c5ccccc5F)C4)nc32)cc1 (stereo not drawn)	-3%	7%	-1%	0	-4%	-5	7	-7%	14	52%[activator]
Cc1cnc(C(=O)N2CCN(S(=O)(=O)c3ccc(F)c(F)c3F)CC2)cn1	/	/	2%	-7	5%	-3	/	21%	19	/
CCCOc1ccc2oc(=O)c3c(c2c1)CCCN3C(=O)CN(C)Cc1ccccc1	-1%	-1%	3%	-2	-4%	-4	-16	3%	-13	4%
Oc1ccc2c(c1)c1c3n2CCNC3CCC1 (stereo not drawn)	4%	0%	-10%	-14	-15%	-10	-6	0%	-8	-7%
CCOc1ccc(CN(C)CC(=O)Nc2ccccc2C(=O)NC2CC2)cc1	-1%	/	8%	5	-3%	-3	/	-3%	2	/
CCNC(=O)CC1C(=O)N(c2ccc(F)cc2)C(=O)N1CCc1ccc(OC)cc1 (stereo not drawn)	-2%	3%	1%	11	-1%	-1	3	0%	-8	2%
N=C1SC(c2ccccc2)C(=O)N1c1ncc(Cc2ccccc2Cl)s1 (stereo not drawn)	8%[46.1 µM]	-1%	-21%	-16	-5%	-40	9	0%	1	13%
COc1ccccc1NC(=O)c1cnc2c(-c3ccccc3)c(C)nn2c1C	-1%	1%	-2%	4	14%	-9	-1	4%	3	8%
COc1ccc(NC(=O)C2CCN(C(=O)c3cccs3)CC2)c(OC)c1	/	-4%	9%	3	1%	4	3	0%	-9	6%
Cc1cc(-n2c(C)cc(C(=O)CSc3nnnn3-c3ccc(Cl)cc3)c2C)no1	3%[46.1 µM]	0%	-2%	7	?	-2	0	0%	5	11%
Cc1cc(C)c(NC(=O)C(C)Sc2nnc(-c3ccco3)n2-c2ccccc2)c(C)c1 (stereo not drawn)	/	3%	4%	/	0%	-12	3	4%	/	4%
CC1CCCN(C(=O)C2CCN(S(=O)(=O)c3cccs3)CC2)C1 (stereo not drawn)	-13%	/	2%	-15	-1%	35	/	0%	2	/
O=C(c1cccnc1)N1CCN(c2ccccc2Cl)CC1	/	1%	0%	/	?	6	2	1%	/	1%
Cc1ccc(C(=O)Cn2c(C(=O)/C=C/c3ccccc3)nc3ccccc32)cc1	/	4%	8%	-1	18%	10	-2	0%	-6	24%
CCOC(=O)c1ccc(NC(=O)c2c(Cl)cc(C)nc2C)cc1	2%	2%	7%	-7	-12%	-19	-1	0%	2	-9%
COc1ccc(C(C)C)cc1S(=O)(=O)N1CCN(C)CC1	3%	0%	0%	-6	?	-6	0	-2%	-16	4%
Cc1ccc(N(C(C)C(=O)Nc2ccccc2C(=O)N2CCOCC2)S(C)(=O)=O)cc1C (stereo not drawn)	-4%	3%	?	1	-1%	14	1	-2%	-12	10%
O=C(c1ccc(OC2CCN(CCc3ccccc3)CC2)cc1)N1CCCC(CO)C1 (stereo not drawn)	0%	3%	22%	-14	?	32	-4	0%	11	7%
CCc1ccccc1NC(=O)COC(=O)c1cccs1	1%	-2%	2%	5	-26%	8	1	1%	-23	4%
COc1ccccc1NC(=O)C1CCCN(S(=O)(=O)c2cccc3nsnc23)C1 (stereo not drawn)	1%	3%	12%	-1	-19%	0	2	3%	5	16%
CCc1cccc(CC)c1NC(=O)CSc1nc2ccc(N3C(=O)C4C(C3=O)[C@H]3C=C[C@@H]4C3)cc2s1 (stereo partly drawn)	0%[46.1 µM]	-3%	-1%	-4	?	-8	1	1%	-27	?
CCOc1ccccc1CN1CCNC(=O)C1CC(=O)N(C)CCc1cnn(C)c1 (stereo not drawn)	-6%	-2%	5%	6	0%	-8	/	-7%	5	14%
Cc1[nH]c2ccc(C(=O)Nc3ccncc3)cc2c1C	-1%	3%	0%	2	?	-4	-8	11%	15	5%
COc1ccc2c(-c3cnc(N4CCOCC4)nc3)c(-c3ccc(S(C)(=O)=O)cc3)sc2c1	11%	/	6%	/	1%	4	/	5%	9	/
COc1ccc(-c2cc(=O)c3ccccc3[nH]2)cc1	5%	/	-2%	/	1%	4	-5&-1	-2%	10	13%
COc1ccc(C(=O)NCC(=O)OCC(=O)NC23CC4CC(CC(C4)C2)C3)cc1	0%	/	6%	1	2%	-1	/	7%	-7	/
CN1CCc2c(sc3c2c(=O)n(-c2ccccc2)c2nncn32)C1	-6%	-1%	-1%	3	-3%	5	-6	-7%	28	-12%
Cc1cc(C(=O)OCC(=O)c2cccs2)c2ccccc2n1	0%	7%	1%	-6	1%	1	-1	-3%	6	2%
COc1ccc(CCNC(=O)c2cccnc2)cc1OC	-4%	3%	-5%	16	-1%	6	-1	-6%	0	-8%
CCc1ccc(NC(=O)C2C3/C=C\CCCCC32)cc1 (stereo not drawn)	-4%[46.1 µM]	2%	15%	-8	?	-19	-6	-2%	4	3%
COc1ccc(CN(C)C(=O)/C=C/c2ccc(S(=O)(=O)N3CCCCCC3)cc2)cc1	6%	/	7%	15	-2%	4	/	-4%	-10	/
COc1ccc(C2Nc3ccccc3C(=O)N2NS(=O)(=O)c2ccc(C)cc2)c(OC)c1 (stereo not drawn)	3%	10%	10%	-1	5%	-1	2	2%	19	10%
COc1cccc(NC(=O)CNC(=O)c2cccs2)c1	0%	-6%	1%	4	?	10	0	-13%	-4	4%
